# Kir21 block = inhibitors of mouse Kir2.1 inward-rectifier potassium channel. Inward rectifier potassium channel 2 (Mus musculus), P35561. HEK293-Kir2.1, FluxOR thallium flux fluorescence; hits give low values. B-score at 10 µM. 310,000 tested, 0.85% active;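 active means fluorescence ratio B-score at or below minus 3 SD of library scores, with starting-brightness B-score within 2 SD, cut at about -4.2 in these data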;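 further: channel flux triggered by added potassium and thallium sulfate stimulus; B-score of peak minus minimum fluorescence over baseline after thallium stimulus; more negative B-score means stronger Kir2.1 block with less thallium influx; some compounds called inactive have numbers as strong as hits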
# Target sequence (P35561 whole entry, looked up): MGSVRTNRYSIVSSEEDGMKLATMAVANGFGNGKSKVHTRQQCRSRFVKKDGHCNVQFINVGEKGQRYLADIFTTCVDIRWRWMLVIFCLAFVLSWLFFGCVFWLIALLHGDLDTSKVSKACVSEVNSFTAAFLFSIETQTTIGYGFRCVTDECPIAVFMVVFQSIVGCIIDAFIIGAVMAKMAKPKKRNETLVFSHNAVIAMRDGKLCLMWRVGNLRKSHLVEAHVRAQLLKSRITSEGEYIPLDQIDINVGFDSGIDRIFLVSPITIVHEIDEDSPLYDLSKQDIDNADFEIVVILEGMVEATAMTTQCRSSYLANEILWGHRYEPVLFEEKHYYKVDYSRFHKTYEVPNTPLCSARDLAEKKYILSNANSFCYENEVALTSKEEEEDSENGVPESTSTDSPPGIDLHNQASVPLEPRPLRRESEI
# KCNQ2 inh = KCNQ2 potassium channel inhibitors, primary screen, cell-based, CHO-K1, FluxOR thallium flux, B-score (AID 2156) | 20 min; hits give low values | B-score at 10 µM | 310,000 tested, 1.1% active;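 active means fluorescence ratio B-score at most minus 3 library SDs, with starting brightness B-score within 2 library SDs, cut at about -5.5 in these data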
# An asterisk follows results filed as active; i = inactive; & = joins results of further samples.
no.	Molecule	Kir21 block	KCNQ2 inh
1	COc1cccc(N2CC(O)=C(c3nc4ccccc4c(=O)[nH]3)C2=N)c1	2.05	i
2	CCOC(=O)c1cc2c(ccn2C)n1Cc1ccccc1C	1.2	i
3	COCCn1cc(C(=S)N2CCOCC2)c2ccccc21	-0.03	i
4	Cc1ccccc1-c1nc(CS(=O)(=O)CC(=O)Nc2cc(F)ccc2F)c(C)o1	0.47	i
5	CCOC(=O)c1csc(NC(C)=O)n1	-1.51	i
6	Cc1ccc(S(=O)(=O)NCc2cn3ccsc3n2)c(C)c1	-0.5	i
7	CCN(CC)C(=O)C1CCCN(Cc2ccc(OC)c(C)c2C)C1 (stereo not given)	0.05	i
8	CCOc1ccccc1NS(=O)(=O)c1ccc(OC)c(OC)c1	-1.99	i
9	O=C(NCC1CCCO1)c1nn2c(C(F)(F)F)cc(-c3cccs3)nc2c1Br (stereo not given)	0.25	i
10	CCOc1ccc(N=C2NC(=O)CS2)cc1	1.12	i
11	Cc1cc(C)c(S(=O)(=O)Nc2cccc(/C=C/C(=O)O)c2)c(C)c1	1.52	i
12	CCN(CC(=O)Nc1ccc(NC(C)=O)cc1)C(=O)Cc1ccccc1F	-1.25	i
13	C/C=C/c1ccc(OCCOc2cc(C=O)ccc2OC)c(OC)c1	1.24	i
14	CCOC(=O)c1ccc(CC(=O)c2ccc(O)c(O)c2O)o1	0.34	i
15	CC(C)(C)N1C(=O)c2ccc(C(=O)Nc3nccs3)cc2C1=O	0	i
16	Cc1cc(-c2nnc(SCC(=O)Nc3ccccc3)n2C)no1	0.52	i
17	COc1cc2c(O)c3c(c(-c4ccc5c(c4)OCO5)c2cc1OC)C(=O)OC3	0.28	i
18	CCOC(=O)C1(C)NC(c2ccco2)C2C(=O)N(C)C(=O)C21 (stereo not given)	2.1	i
19	CC(=O)c1ccc(OC(=O)C2c3ccccc3Oc3ccccc32)cc1	-2.14	i
20	CCN(C(=O)CSc1nnc(-c2ccncc2)n1-c1ccccc1)C1CCS(=O)(=O)C1 (stereo not given)	-0.74	i
21	COc1cccc(C(=O)COC(=O)C(C)N2C(=O)c3ccccc3C2=O)c1 (stereo not given)	-0.49	i
22	COc1ccc(Cc2noc(CN3CCN(c4ccc(Cl)cn4)CC3)n2)cc1OC	-0.12	i
23	COC(=O)C1=C(Nc2ccc(C)cc2)C=C(C)C(C(=O)OC)C1c1ccc(OC)cc1 (stereo not given)	1.11	i
24	CN(CC(=O)NC1CCCCC1)S(=O)(=O)c1ccc(Cl)cc1	-0.46	i
25	O=C(NC1CCCCC1)C(=S)NC1CCCCC1	-0.87	i
26	Cc1cccc(-c2nnc(SCC(=O)NC3CCCC3)o2)c1	-0.03	i
27	O=S(=O)(Cc1nnnn1-c1ccccc1)c1ccccc1	0.67	i
28	CN(C)/N=C/c1ccc(OS(=O)(=O)c2ccccc2)cc1	-0.55	i
29	O=C(c1ccc2nc(-c3ccco3)c(-c3ccco3)nc2c1)N1CCN(c2ccccc2)CC1	0.94	i
30	COc1ccc2c(c1)C(c1ccccc1)NC(=O)C2 (stereo not given)	0.99	i

# 6 entries drawn at random from those above, as already listed:
no.	Molecule	Kir21 block	KCNQ2 inh
29	O=C(c1ccc2nc(-c3ccco3)c(-c3ccco3)nc2c1)N1CCN(c2ccccc2)CC1	0.94	i
22	COc1ccc(Cc2noc(CN3CCN(c4ccc(Cl)cn4)CC3)n2)cc1OC	-0.12	i
25	O=C(NC1CCCCC1)C(=S)NC1CCCCC1	-0.87	i
20	CCN(C(=O)CSc1nnc(-c2ccncc2)n1-c1ccccc1)C1CCS(=O)(=O)C1 (stereo not given)	-0.74	i
24	CN(CC(=O)NC1CCCCC1)S(=O)(=O)c1ccc(Cl)cc1	-0.46	i
17	COc1cc2c(O)c3c(c(-c4ccc5c(c4)OCO5)c2cc1OC)C(=O)OC3	0.28	i

# Following part.
no.	Molecule	Kir21 block	KCNQ2 inh
31	Cc1ccc(Cl)cc1NC(=S)N(CCN(C)C)C(C)c1ccccn1 (stereo not given)	-0.01	i
32	CCn1c(SCC(=O)Nc2cc(C)on2)nnc1-c1ccncc1	0.32	i
33	CCC(=O)N1c2ccc(S(=O)(=O)NCc3ccco3)cc2CC1C (stereo not given)	2.49	i
34	O=C(CCCCCNC(=O)c1ccccc1)N=Nc1c(O)[nH]c2c(Br)cc(Br)cc12	0	i
35	O=C(Nc1cccc(Cl)c1)NC1CC2CCC(C1)N2Cc1cccs1 (stereo not given)	-1.23	i
36	CCOC(=O)C1(CCOc2ccccc2)CCN(Cc2cccc(-n3cccn3)c2)CC1	-0.16	i
37	CC1=NN(c2ccccc2)C(=O)/C1=C\c1sccc1C	1.04	i
38	CN(CC(=O)Nc1cccc(F)c1)C(=O)c1cn(-c2ccccc2)nc1-c1ccccc1	0.81	i
39	S=C(NCc1ccc2[nH]c3c(c2c1)CCCC3)Nc1ccccc1Cl	1.21	i
40	O=C(Nc1nc2c(s1)CCCC2)c1cc(-c2ccccc2)nc2ccccc12	1.55	i
41	Cc1ccc(N2CC(C(=O)NCc3cccs3)CC2=O)cc1C (stereo not given)	-0.33	i
42	COc1cccc2cc(C(=O)NCCc3ccccc3)c(=O)oc12	1.06	i
43	CCCn1c(NC(=O)CN2C(=O)NC3(CCCCC3)C2=O)nc2ccccc21	0.68	i
44	O=[N+]([O-])c1cc([N+](=O)[O-])c(N2CCOCC2)cc1NCc1ccccc1	-1.12	i
45	Fc1c(F)c(F)c(/C=N/NC(=S)Nc2cccnc2)c(F)c1F	1.4	i
46	CC(=O)/C(=N/Nc1cccc(Cl)c1)N1CCOCC1	0.85	i
47	O=C(Nc1ccc(F)cc1)NC1CCN(Cc2ccccc2)CC1	-5.15*	i
48	OCC1N=C(c2ccccn2)OC1c1ccccc1 (stereo not given)	-1.34	i
49	CC(=O)Oc1ccccc1C(=O)Nc1ccccc1C(=O)N1CCCCC1	1.52	i
50	COc1cc(C(=O)Nc2ccc(C)cc2C(NCC(=O)NN)c2ccccc2)cc(OC)c1OC (stereo not given)	2.58	i
51	C[C@H](NC(=O)[C@H](Cc1ccccc1)n1c(=O)[nH]c2ccccc2c1=O)C(=O)N1CCC[C@H]1C(=O)O	-1.02	i
52	COC(=O)c1cccc(NC(=O)/C=C/c2ccc([N+](=O)[O-])cc2)c1	0.41	i
53	CCOC(=O)c1c(C)[nH]c(C)c1S(=O)(=O)NCCc1ccco1	-2.79	i
54	COc1ccc(C(=O)NCC2(c3ccccc3)CCOCC2)cc1	1.56	i
55	Cc1c(Cl)cccc1NC(=S)NNS(=O)(=O)c1ccc([N+](=O)[O-])cc1	-0.45	i
56	CC(=O)c1sc(-c2cccc(Cl)c2)nc1C	0.12	i
57	COc1ccccc1C(=O)Nc1ccc(Nc2ccccc2)cc1	0	i
58	CCn1c(SCC(=O)c2ccc(CNC(C)=O)o2)nnc1-c1cccs1	0.03	i
59	O=C(Nc1nnc(CCN2CCCCC2)s1)c1ccc(Cl)cc1Cl	-0.54	i
60	COc1ccccc1-c1cn[nH]c1-c1ccc(OCc2ccccc2F)cc1O	1.61	i
61	CC(C)=CCc1c2c(c3occ(-c4ccc(O)cc4)c(=O)c3c1O)C=CC(C)(C)O2	-1.42	i
62	CCCCn1c(SCc2ccc(C(=O)OC)o2)nc2cc(S(N)(=O)=O)ccc21	0.08	i
63	Cn1c(Cc2ccccc2)nnc1SCC(=O)c1ccc(Br)s1	-0.16	i
64	Cc1ccc(SCc2ccc(C(=O)Nc3nccs3)o2)cc1	0.04	i
65	Cc1cccc(NC(=S)N(CCN(C)C)C(C)c2cccnc2)c1 (stereo not given)	-0.15	i
66	COc1ncccc1C(=O)N1CCCC(C(=O)c2cccc(OC(C)C)c2)C1 (stereo not given)	-1.27	i
67	O=C(Cc1ccc(S(=O)(=O)N2CCCC2)s1)N1CCN(c2ccccc2)CC1	-0.37	i
68	Cc1cc(C)cc(C(=O)OCC(=O)NCC(F)(F)F)c1	1.81	i
69	CCS(=O)(=O)c1ccc(O)c(NC(=O)Nc2ccc(C(C)(C)C)cc2)c1	-1.16	i
70	CCOC(=O)c1c(NC(=O)Cc2ccccc2)sc2c1CCN(C)C2	-2.77	i
71	CCOC(=O)c1[nH]c(C)c(/C(O)=C2\C(=O)C(=O)N(CCN(C)C)C2c2ccco2)c1C (stereo not given)	-0.15	i
72	CNc1nc2ccccc2n1CC(=O)c1ccccc1	-0.08	i
73	CCOC(=O)COc1ccc(S(=O)(=O)c2ccc(OCC(=O)OCC)cc2)cc1	0.38	i
74	O=C(Nc1ccc(F)cc1F)c1ccc(-n2cncn2)nc1	-0.03	i
75	CN(C)CCCNC(=O)C1(O)c2cc(Br)ccc2NC(=O)N1c1ccc(Cl)cc1 (stereo not given)	-0.04	i
76	O=C(NCc1ccccn1)c1ccc(CNS(=O)(=O)c2cccc(C(F)(F)F)c2)cc1	2.5	i
77	CCCC(c1nnnn1Cc1ccco1)N1CCN(C2CCCC2)CC1 (stereo not given)	1.16	i
78	Cc1ccc2[nH]c(=O)c(CN(CCCN3CCOCC3)Cc3nnnn3C3CCCC3)cc2c1	0.1	i
79	CCc1cnccc1CCC(=O)Nc1ccccc1C	-1.32	i
80	Cc1ccc2c(CC(=O)O)coc2c1	-0.52	i
81	CC(=O)c1ccc(N2CCN(S(=O)(=O)c3c(C)[nH]c(=O)[nH]c3=O)CC2)cc1	1.3	i
82	Cc1cc(C)nc(/N=C(\N)Nc2ccc3c(c2)OCCO3)n1	-0.16	i
83	COc1ccc(/C=C2/SC(=O)N(NS(=O)(=O)c3ccccc3)C2=S)cc1OC	1.94	i
84	COc1ccc(NC(=O)CCNS(=O)(=O)c2ccc(Cl)c([N+](=O)[O-])c2)cc1S(N)(=O)=O	0.63	i
85	Cc1ccc(-n2nnnc2SCC(=O)NC(=O)Nc2ccc3c(c2)OCCO3)cc1	-0.53	i
86	Cc1cc(Br)c(NC(=O)CN(C)CCOc2ccccc2)c(Br)c1	-4.66	i
87	O=C(/C=C/c1cccc([N+](=O)[O-])c1)N1CC[C@@]2(O)CCCC[C@H]2C1	1.21	i
88	CCOC(=O)c1ccc(-n2c(CN3CCN(CC)CC3)nc3ccc([N+](=O)[O-])cc3c2=O)cc1	0.08	i
89	CN(c1ccc(OCC(=O)NC2CCCC2)cc1)S(=O)(=O)c1cccs1	-1.86	i
90	CC(=O)c1ccccc1NC(=O)COC(=O)CCCN1C(=O)c2cccc3cccc(c23)C1=O	0.32	i

# More structures.
no.	Molecule	Kir21 block	KCNQ2 inh
91	COc1ccc(-c2cc(=O)c3cc(OC)c(OC)cc3[nH]2)cc1	1.34	i
92	O=C1CCC(C(=O)N2CCSCC2)CN1Cc1ccc(Cl)cc1 (stereo not given)	-0.71	i
93	CCOC(=O)c1oc2ccc(CNC(C)(C)C)c(Cl)c2c1C	-0.02	i
94	O=C(CN1C(=O)S/C(=C\c2ccccc2F)C1=O)NC1CCS(=O)(=O)C1 (stereo not given)	0.13	i
95	Cn1nc(C(F)(F)F)c(C(=O)Nc2ccc(F)cc2F)c1Sc1ccc(C(F)(F)F)cc1	-1.86	i
96	COc1ccc(NC(=O)/C(=C\c2cccnc2)NC(=O)c2cccs2)cc1	0.54	i
97	Cc1ccc(NC(=O)/C(=C\c2cccnc2)NC(=O)c2ccco2)cc1	0.07	i
98	CC(C)OC(=O)CSc1nnc(-c2ccc(Cl)cc2Cl)n1N	0.72	i
99	COc1cccc(C(=O)NCCC2=CCCCC2)c1	-0.15	i
100	CCCCOCP(=O)(CCCC)COCCCC	-0.51	i
101	CS(=O)(=O)n1nc(-c2ccc(Cl)cc2)nc1N	0.73	i
102	O=C(NN1C(=O)CSC1=S)C(=O)NN1C(=O)CSC1=S	-0.87	i
103	COc1ccc(-n2cnc3cc(C(=O)NCC4CCCO4)ccc32)cc1 (stereo not given)	2.52	i
104	Cn1c(O)c(/C=C2\C=Nc3ccccc32)sc1=Nc1ccc(C(=O)O)cc1	1.43	i
105	Cc1noc(C)c1S(=O)(=O)N1CCCC(C(=O)Nc2ccc(Cl)cn2)C1 (stereo not given)	-1.01	i
106	CCOc1ccccc1N1CCN(CC(O)COCc2cccs2)CC1 (stereo not given)	-0.65	i
107	COCCN(C(=O)COC(=O)COc1ccc2c(c1)CCC2)c1c(N)n(Cc2ccccc2)c(=O)[nH]c1=O	-1.43	i
108	CCN(C(=O)CCN1C(=O)c2ccccc2S1(=O)=O)c1ccccc1	-0.31	i
109	O=S(=O)(c1cccc(Cl)c1)N1CN(CC2CCCO2)c2nc3ccccc3nc21 (stereo not given)	-0.81	i
110	CCOc1ccc2c(c1)c1nnc(SCC(=O)NC3CC3)nc1n2C	0.36	i
111	COCCN1C(=O)N(c2cccc(OC)c2)C(=O)C1CC(=O)Nc1ccc(OC)cc1 (stereo not given)	2.16	i
112	O=C(Nc1nccs1)c1ccc(NC(=O)C2CC=CCC2C(=O)O)cc1 (stereo not given)	-0.05	i
113	CCNC(=O)COC(=O)C1CCN(S(=O)(=O)c2ccc3c(c2)OCCO3)CC1	-1.23	i
114	CCOC(=O)C(C)(C)Sc1ncnc2nc[nH]c12	0.07	i
115	CC1=C(C(=O)OCc2ccccc2)C(c2ccc(Cl)cc2)NC(=O)N1C (stereo not given)	-2.75	i
116	CN(C)CC/C=C1/c2cc(F)ccc2CSc2ccc(F)cc21	-2.4	i
117	c1ccc(CNc2ncnc3ccccc23)cc1	-0.18&-0.86	i
118	COc1ccc(N=C(N(C)C)P(=O)(N(C)C)N(C)C)cc1	-1.26	i
119	CCOCCOC(=O)Cn1cnc2scc(-c3ccc(C)cc3)c2c1=O	1.53	i
120	CC(C)c1ccc(S(=O)(=O)N2CCN(CC(=O)c3ccc(O)c(O)c3)CC2)cc1	-1.57	i
121	CC(C)(CNC(=O)c1cc2ccccc2o1)N1CCOCC1	0.18	i

# Screens from PubChem BioAssay.
